Source: PubChem BioAssay (several laboratories)
GSK3 alpha inh: human GSK-3 alpha kinase inhibition; ADP-Glo luminescence, 60 min; inhibition, % at 10 µM; 320,000 tested, 0.1% active;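 in the data active = inhibition above about 50%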;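 also: GST-tagged GSK-3 alpha with peptide substrate and 25 µM ATP; 0% = DMSO neutral wells and 100% = GW8510 positive control wells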
Target sequence (P49840 whole entry, looked up): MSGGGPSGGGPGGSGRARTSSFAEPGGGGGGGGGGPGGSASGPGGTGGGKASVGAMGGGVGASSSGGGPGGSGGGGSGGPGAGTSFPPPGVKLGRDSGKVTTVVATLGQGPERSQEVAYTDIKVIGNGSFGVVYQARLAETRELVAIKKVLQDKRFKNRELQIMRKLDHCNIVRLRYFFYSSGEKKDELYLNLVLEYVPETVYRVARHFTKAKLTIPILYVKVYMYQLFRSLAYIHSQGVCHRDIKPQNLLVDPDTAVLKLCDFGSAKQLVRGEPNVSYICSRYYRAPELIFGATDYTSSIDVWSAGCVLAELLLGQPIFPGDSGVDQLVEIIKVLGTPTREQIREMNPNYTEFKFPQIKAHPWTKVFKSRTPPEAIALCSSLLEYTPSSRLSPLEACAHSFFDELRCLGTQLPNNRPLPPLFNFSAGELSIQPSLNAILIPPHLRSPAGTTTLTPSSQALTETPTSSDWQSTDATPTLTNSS
HSP90 refold inh: blocks HSP90-mediated luciferase refolding in reticulocyte lysate | Rabbit reticulocyte lysate, luciferase refolding luminescence, 3 h | inhibition, % at 5.6 µM | 290,000 tested, 0.91% active | AID 1789;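 active = inhibition above the screen-wide mean plus 3 SD, computed separately per campaign, cut at about 16% in these data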;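 also: 0% = DMSO wells and 100% = 60 µM geldanamycin wells; inhibitors lower the luminescence because luciferase stays unfolded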
HSF1 activator: increases HSF-1 driven luciferase reporter signal; 300,000 tested, 1.7% active; activation, % at 9 µM; NIH3T3-HGL HSF-1 luciferase reporter, MG132, 8 h; 100% = twice DMSO control signal;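 active = mean replicate activation of at least 50% with a set share of replicates each reaching 50%; inconclusive = only one of those two conditions met; inactive = mean below 50% and too few replicates reaching it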;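 also: 0% = median of the neutral control wells and 100% = twice that signal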
Dyrk1A ADPGlo: inhibitors of rat Dyrk1A kinase; ADP-Glo luminescence, NFATc1 peptide; Q63470; 310,000 tested, 0.43% active; AID 504441; inhibition, % at 12.5 µM; in the data active = inhibition above about 50%;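 also: plate controls were vehicle with enzyme for no effect and no enzyme for full effect; many of its hits are not listed in these tables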
IEC-6 tox: kills IEC-6 intestinal cells in KLF5 counter-screen | IEC-6 cytotoxicity, luminescence viability | 290,000 tested, 0.78% active | inhibition, % at 5 µM; in the data active = inhibition above about 22%;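 also: 0% = plate median of test compound wells and 100% = cytotoxic reference compound wells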
KLF5 inhibitor: kruppel-like factor 5 inhibition | DLD-1 KLF5 promoter-luciferase reporter, luminescence | inhibition, % at 5 µM | 290,000 tested, 0.23% active | AID 1700;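 active = inhibition above a per-plate limit of that plate's mean compound inhibition plus 3 SD, cut at about 60% in these data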;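 also: 0% = DMSO wells and 100% = LY294002 at 200 µM; higher means less KLF5 promoter-driven luciferase light; inactives centre near -14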
Platelet DG rel: modulates dense granule release in human platelets; human platelet-rich plasma, SFLLRN dense granule ATP release, luminescence; inhibition, %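 (compounds screened at 7.5 µM in platelet-rich plasma)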; 300,000 tested, 0.22% active;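 active = mean replicate score, as percent of positive control, at or above 50; inconclusive = mean below 50 but at least one replicate at or above 50; inactive = mean and every replicate below 50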
HSF1 inh: HSF1 inhibition | 300,000 tested, 0.77% active | activity change, negative = inhibition, % at 7.5 µM (by protocol) | NIH3T3-HGL HSE-luciferase, MG132-induced, luminescence 8 h; active compounds read low;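 active = more than half of replicate wells show activity change below -50%, luminescence cut by over half; inconclusive = some wells, but at most half, below -50%; inactive = no replicate well below -50%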;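 also: luciferase reports HSF-1 transcriptional activity via heat shock element; 0% = median of DMSO wells and -100% = zero luminescence signal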
aSyn 5UTR inh: MLPCN primary screen, SNCA 5' untranslated region. alpha-synuclein 5'UTR reporter, inhibitor activity. inhibition, % (tested at 7.5 µM). 300,000 tested, 0.82% active. AID 1813; in the data active = inhibition above about 60%; inconclusive = no clear call, values can overlap the other calls;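 also: H4 neuroglioblastoma cells stably carrying SNCA 5'UTR luciferase fusion; 0% = DMSO wells and 100% = positive control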
GSK3B inh: blocks human GSK3beta kinase activity | GST-GSK3beta kinase, ADP-Glo luminescence, 60 min; active compounds read low | activity score (negative = inhibition), % at 10 µM | 300,000 tested, 0.038% active | AID 2097;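 active = more than half of replicate wells score below -50%, meaning over 50% inhibition versus plate controls; inconclusive = some replicates but at most half score below -50%; inactive = no replicate scores below -50%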;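 also: 0% = median DMSO wells and -100% = median GW8510 positive control wells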
Target sequence (P49841 whole entry, looked up): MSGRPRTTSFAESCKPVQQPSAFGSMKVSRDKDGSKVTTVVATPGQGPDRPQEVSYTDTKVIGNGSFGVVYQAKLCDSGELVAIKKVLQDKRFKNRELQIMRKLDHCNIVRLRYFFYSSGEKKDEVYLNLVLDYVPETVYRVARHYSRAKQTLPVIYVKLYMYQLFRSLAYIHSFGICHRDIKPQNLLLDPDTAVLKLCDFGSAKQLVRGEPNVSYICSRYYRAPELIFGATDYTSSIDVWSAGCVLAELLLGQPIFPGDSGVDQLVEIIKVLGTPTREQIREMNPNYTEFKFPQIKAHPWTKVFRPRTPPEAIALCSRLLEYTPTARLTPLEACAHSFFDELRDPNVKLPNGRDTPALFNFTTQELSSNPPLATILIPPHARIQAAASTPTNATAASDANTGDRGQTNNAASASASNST
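Assay system: GST-tagged human GSK3beta kinase, cell-free; Input: 1.6 ng GSK3beta; Medium: Tris/MgCl2 kinase buffer; Timing: 60 min enzyme reaction, room temperature; Signal: ADP-Glo luminescence quantifying ADP generated by kinase; Evaluation: score relative to plate controls; Benchmarks: DMSO neutral wells and GW8510 at 20 µM as positive.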
Numbers without * were called inactive; ? = inconclusive; . = not tested or not shown. This is a subset; count on the stated rates, not on these rows.

SMILES	GSK3 alpha inh	HSP90 refold inh	HSF1 activator	Dyrk1A ADPGlo	IEC-6 tox	KLF5 inhibitor	Platelet DG rel	HSF1 inh	aSyn 5UTR inh	GSK3B inh
CCOc1ccc(N(C)C(=O)CCc2nnc3ccc(N4CCC5(CC4)OCCO5)nn23)cc1	0	-5	21	2	-2	-7	-12	11	19	1
CC(C)c1ccccc1OCCCCCNCCO	-1	1	8	-2	6	-37	4	-1	23	-1
CCOc1ccc2ccccc2c1/C=N\NC(=O)OC	1	-6	0	-1	0	1	-6	-12	-13	-1
C[C@H]1CN=C(Nc2ccccc2)N1CCC1CCCCC1	-1	-5	-10	-2	1	12	0	-3	-28	0
COc1ccc(CN2C(=O)Cc3c2nc(N)c2c(N)nc(N4CCCCC4)c(C#N)c32)cc1	1	4	36	.	-8	-4	6	12	13	0
O=C(CCN1C(=O)c2ccccc2C1=O)Nc1ccc(S(=O)(=O)NC2=NCCCCC2)cc1	0	-3	.	-4	-6	-15	.	.	.	.
Cc1c(C(=O)Nc2cccc([N+](=O)[O-])c2)csc1-c1ccccc1	-3	-2	41	-1	4	-162	8	18	-130	2
O=C(/C=C/Nc1ccccc1O)c1ccco1	-1	-1	32	0	8	-46	13	24	-87	1
Nc1nonc1-n1nnc(C(=O)N/N=C/c2ccncc2)c1-c1cccs1	5	-1	26	2	2	-46	-9	-1	6	3
Cc1cccc(NC(=O)c2cc(NC(=O)C3CC=CCC3C(=O)O)ccc2N2CCOCC2)c1 (stereo unspecified)	5	5	-2	0	3	-6	6	0	-4	-2
O=C1c2nccnc2C(=O)N1c1ccc(C(F)(F)F)cc1	-3	2	1	4	-4	-4	-3	-8	-13	7
COc1ccc(-n2cnc3cc([N+](=O)[O-])ccc32)cc1	.	8	16	3	5	-28	1	1	-15	-1
O=[N+]([O-])c1ccccc1Oc1ncccc1[N+](=O)[O-]	1	3	-5	.	1	-37	7	-4	-2	-3
CC(=O)c1ccc(N(C(=O)CNC(=O)c2ccco2)C(C(=O)NC2CCCC2)c2ccco2)cc1 (stereo unspecified)	-1	-2	1	16	0	-3	8	-2	-13	-2
C1CCN=C(NC23CC4CC(CC(C4)C2)C3)CC1	.	0	1	.	-2	-8	-1	-3	12	0
CCOC(=O)C1CCN(c2nc3ccccc3nc2C(C#N)C(=O)OC(C)C)CC1 (stereo unspecified)	-2	2	-7	5	0	-30	6	-4	16	0
O=C(C[N+]1(CC#Cc2ccccc2)CCCCC1)c1ccc(Cl)cc1	2	0	-6	7	9	-10	-1	-8	-3	1
COc1ccccc1NS(=O)(=O)c1ccc(C(=O)NCC2(N(C)C)CCCCC2)cc1	-2	.	-18	-5	.	.	-1	-1	7	-1
O=C1CC(C(=O)N2CCOCC2)C2(CCCCC2)O1 (stereo unspecified)	1	5	14	1	-2	-37	11	-7	23	-1
CC1(C)N=C(N)N=C(N)N1c1cccc(C(=O)O)c1	-2	6	19	-5	37*	-13	-4	-7	-4	-1
Cc1ccccc1-c1nnn(CC(=O)Nc2cccc(S(N)(=O)=O)c2)n1	-2	-1	15	.	-5	-8	-1	-1	-7	1
COc1ccc(NC(=O)CNC(=O)Cc2cccc3ccccc23)c(OC)c1	0	.	3	-6	.	.	-1	2	6	2
CC(=O)Nc1ccc(S(=O)(=O)N2CCC(C(=O)NCCC(=O)Nc3ccccc3)CC2)cc1	-3	-3	1	-6	0	-12	-3	-1	-4	2
O=C(O)C/C=C(\NC(=O)OCc1ccccc1)C(=O)OCc1ccccc1	-6	1	1	8	4	-22	0	0	8	2
CC(C)Oc1ccc(CNC(=S)Nc2ccccc2)cc1Cl	3	0	11	6	-4	-11	-1	-1	8	-2

Two records drawn at random from those above, as already listed:
SMILES	GSK3 alpha inh	HSP90 refold inh	HSF1 activator	Dyrk1A ADPGlo	IEC-6 tox	KLF5 inhibitor	Platelet DG rel	HSF1 inh	aSyn 5UTR inh	GSK3B inh
CC(C)c1ccccc1OCCCCCNCCO	-1	1	8	-2	6	-37	4	-1	23	-1
COc1ccc(CN2C(=O)Cc3c2nc(N)c2c(N)nc(N4CCCCC4)c(C#N)c32)cc1	1	4	36	.	-8	-4	6	12	13	0

(more compounds)
SMILES	GSK3 alpha inh	HSP90 refold inh	HSF1 activator	Dyrk1A ADPGlo	IEC-6 tox	KLF5 inhibitor	Platelet DG rel	HSF1 inh	aSyn 5UTR inh	GSK3B inh
COCCC(=O)N1CCC(Oc2ccc(C(=O)NCCC3=CCCCC3)cc2)CC1	-5	-10	-3	-5	-2	-8	7	-3	-16	-2
Nc1ccc(-c2nc3cc(N)ccc3o2)cc1	1	10	32	-2	-8	-88	0	15	-52	0
CN(C)c1ccc(/C=C/C(=O)c2cccc(Br)c2)cc1	2	-1	-9	-8	7	-24	-5	-10	-46	-2
COc1ccc(NC(=O)CN(C)C(=O)c2ccc3c(c2)S(=O)(=O)N=C2CCCCCN23)cc1	-3	6	10	0	-13	-35	23	-6	2	4
COc1ccc(CN(CC(=O)NCC2CCCO2)C(=O)CCC(=O)Nc2cc(C)ccn2)cc1 (stereo unspecified)	.	-1	9	4	-8	-19	-36	-4	-25	-3
C#CCN(C(=O)c1ccc(OC)c(OC2CCN(C(C)C)CC2)c1)C1CCCCC1	0	-5	-11	-11	-1	-26	-4	-5	-9	1
Cc1ccc(NC(=O)/C=C/c2ccc([N+](=O)[O-])s2)c(C)c1	-3	2	-3	-2	-1	-9	0	-4	-93	-3
O=C(CSc1ccc2ccccc2n1)NCCC1=CCCCC1	6	-7	7	-3	3	7	-12	3	6	2
CCCCCCOc1ccc(C(=O)n2cnc(N)n2)cc1	-2	2	2	-17	1	-32	-5	-1	8	2
Cc1ccc(S(=O)(=O)N2CCC(C(=O)N/N=C/c3cccnc3)CC2)cc1	2	-1	-2	-7	2	7	-1	-5	19	3
Cc1c(C(=O)Nc2c(F)cc(F)cc2Br)sc2ncn(CC(=O)N3CCCC3)c(=O)c12	0	-2	4	-5	-6	-39	3	-2	5	4
Cc1ccc(CCNC(=O)C23CN(Cc4ccccc4)CC2C(c2cccc([N+](=O)[O-])c2)=NO3)cc1 (stereo unspecified)	1	-2	-2	30	-2	-11	-3	5	6	-2
O=C(CCNC(=O)c1ccccc1Cl)Nc1cc(C(F)(F)F)ccc1Cl	-1	0	-14	-7	3	-15	-7	-3	22	0
Cc1cc(C)n2cc(CSc3nc4ccccc4s3)nc2n1	.	3	39	1	7	-69	-9	20	-107	-1
COc1ccc2nc(NC(=O)NC3CCCCC3)sc2c1	6	-4	20	46	1	-134	5	10	-186	-1
CC(=O)C1=C(C)NC(=S)NC1c1cccc([N+](=O)[O-])c1 (stereo unspecified)	0	4	15	-3	1	-8	1	-2	25	3
CC(=O)c1ccc(N2CCN(S(=O)(=O)c3ccc4c(c3)CC(C)N4C(C)=O)CC2)cc1 (stereo unspecified)	2	-1	12	8	3	-5	-8	6	-19	1
C/C(Cc1ccccc1)=N\NC(=O)CNC(=O)c1ccc2c(c1)OCCO2	-1	0	2	-4	-2	9	15	-10	-22	4
CC1(C)CC(=O)C=C(Nc2ccc3c(c2)OCCO3)C1	1	1	-48	7	-1	3	?	-50	-46	2
O=C1CCC(=O)N1c1nc2nc(-c3ccccc3)cc(-c3ccccc3)n2n1	-1	-4	7	-3	2	-33	23	0	6	-2
CCOn1c(=O)c(-c2ccc(Br)cc2)[n+]([O-])c2ccccc21	-4	-6	14	2	-4	-22	-2	3	-1	-2
COc1ccc(CNC(=O)C(=O)NCC2CCCN2S(=O)(=O)c2ccccc2)cc1 (stereo unspecified)	-2	.	6	-3	.	.	19	3	12	-2
CCc1cc2c(CN(C)Cc3ccccc3F)cc(=O)oc2cc1O	4	3	2	27	0	-2	0	-6	22	-2
Cc1cc(-c2nc3ncccc3o2)ccc1N	1	-4	17	4	0	-69	8	8	-111	1
O=C(Cc1sc(-c2ccccc2Cl)nc1-c1ccccc1)Nc1ccccc1	-10	0	27	1	-11	-12	3	3	-13	-1
Next results follow:
SMILES	GSK3 alpha inh	HSP90 refold inh	HSF1 activator	Dyrk1A ADPGlo	IEC-6 tox	KLF5 inhibitor	Platelet DG rel	HSF1 inh	aSyn 5UTR inh	GSK3B inh
CN1C(=O)[C@H]2[C@@H](C3CC3)N3C(=O)CN(CCO)C(=O)[C@@]3(Cc3ccccc3)[C@H]2C1=O	-1	-3	-16	7	-1	-9	1	-3	-5	-1
Cc1ccccc1N1C(=O)c2cccc3cccc(c23)C1=O	-5	1	10	.	1	-14	-1	3	5	2
Cc1nn(C)cc1C(=O)Nc1ccc2c(c1)OCCO2	-1	19*	-4	0	2	-45	-5	-7	-41	-4
CN(C)c1nc(N)nc(Nc2ccccc2C#N)n1	-1	-2	21	-5	2	-19	4	5	-1	-2
Clc1ccc(C2[C@H]3CN(Cc4ccc(-c5ccccc5)cc4)[C@H](c4ccccc4)C34CC2(c2cccnc2)C4)cn1 (stereo partly specified)	.	.	6	.	.	.	5	0	1	2
Cc1nc(C)c(-c2csc(Nc3ccc(C(=O)O)c(O)c3)n2)s1	14	-2	-1	19	0	-33	12	1	-2	-29
NC(=O)c1sc2nc3c(c(-c4cccs4)c2c1N)CCCC3	.	-2	-17	.	-10	-2	-3	-21	45	0
COC(=O)c1ccc2nc(C)c(C)nc2c1	-1	-2	0	-2	-2	7	1	3	-15	1
COc1cccc(CNC(=O)CCS(=O)(=O)c2ccc3c(c2)CC(C)N3C(=O)C2CC2)c1 (stereo unspecified)	.	4	-6	-4	6	3	-2	1	8	2
COc1ccc(OC)c(S(=O)(=O)n2c([N+](=O)[O-])cnc2C)c1	-3	-1	-7	7	-2	-9	4	-4	-9	-8
CCOc1ccccc1NC(=O)Cn1c(=O)n(CCC(=O)NC2CCCC2)c(=O)c2ccccc21	-4	1	4	9	1	2	1	1	0	-1
CCOC(=O)c1ccccc1NC(=O)CN(c1ccccc1)S(=O)(=O)N(C)C	-4	1	33	0	1	-8	4	11	-24	4
Cn1c(CNc2ccccc2O)nc2ccccc21	0	1	80*	0	-4	13	3	40	-154	-3
COc1ccc(S(=O)(=O)Nc2cc3c(C(C)=O)c(C)oc3c3ccccc23)cc1	-1	0	-16	-5	83*	52	-1	-9	82*	-1
COc1cccc(-n2nnnc2SCC(=O)NCCc2ccccc2)c1	2	2	-3	4	4	-31	-52	6	4	-2
Nc1ccc(Cl)c(S(=O)(=O)Nc2ccccc2Cl)c1	-2	0	27	.	-1	-19	1	6	-13	0
O=C(NCc1ccc(Cl)cc1)C1CC(O)CN1S(=O)(=O)c1ccc(Cl)cc1 (stereo unspecified)	-1	-3	-10	1	-6	-2	1	4	7	0
COc1cccc(-c2csc(NC3OC(=O)c4c3ccc(OC)c4OC)n2)c1 (stereo unspecified)	-1	0	-15	.	0	-45	4	-8	-35	1
CCOC(=O)CCSc1cc(C)c2ccccc2n1	-1	-1	-1	.	-3	-19	-3	-6	-3	3
CCOC(=O)c1sc(NC(=O)/C=C/c2ccccc2)nc1C	1	-2	11	-1	8	-7	-3	4	-95	4
O=C1Cc2ccccc2C(=O)N1Cc1ccccc1	13	3	.	-2	0	-40	.	.	.	-1
